RBX1-CUL1 inh: inhibitors of human ROC1-CUL1 ubiquitin ligase activity; E3 ubiquitin-protein ligase RBX1 (Homo sapiens) + Cullin-1 (Homo sapiens), P62877+Q13616; in vitro K48 di-Ub FRET, acceptor:donor ratio, 45 min; inhibition, % at 10 µM; actives 0.6% (n = 140,000); in the data active means inhibition above about 25%
Target sequence (P62877 whole entry, looked up): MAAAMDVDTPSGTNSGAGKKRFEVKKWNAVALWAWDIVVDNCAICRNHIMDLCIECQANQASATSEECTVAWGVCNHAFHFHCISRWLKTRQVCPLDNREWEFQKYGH
Target sequence (Q13616 whole entry, looked up): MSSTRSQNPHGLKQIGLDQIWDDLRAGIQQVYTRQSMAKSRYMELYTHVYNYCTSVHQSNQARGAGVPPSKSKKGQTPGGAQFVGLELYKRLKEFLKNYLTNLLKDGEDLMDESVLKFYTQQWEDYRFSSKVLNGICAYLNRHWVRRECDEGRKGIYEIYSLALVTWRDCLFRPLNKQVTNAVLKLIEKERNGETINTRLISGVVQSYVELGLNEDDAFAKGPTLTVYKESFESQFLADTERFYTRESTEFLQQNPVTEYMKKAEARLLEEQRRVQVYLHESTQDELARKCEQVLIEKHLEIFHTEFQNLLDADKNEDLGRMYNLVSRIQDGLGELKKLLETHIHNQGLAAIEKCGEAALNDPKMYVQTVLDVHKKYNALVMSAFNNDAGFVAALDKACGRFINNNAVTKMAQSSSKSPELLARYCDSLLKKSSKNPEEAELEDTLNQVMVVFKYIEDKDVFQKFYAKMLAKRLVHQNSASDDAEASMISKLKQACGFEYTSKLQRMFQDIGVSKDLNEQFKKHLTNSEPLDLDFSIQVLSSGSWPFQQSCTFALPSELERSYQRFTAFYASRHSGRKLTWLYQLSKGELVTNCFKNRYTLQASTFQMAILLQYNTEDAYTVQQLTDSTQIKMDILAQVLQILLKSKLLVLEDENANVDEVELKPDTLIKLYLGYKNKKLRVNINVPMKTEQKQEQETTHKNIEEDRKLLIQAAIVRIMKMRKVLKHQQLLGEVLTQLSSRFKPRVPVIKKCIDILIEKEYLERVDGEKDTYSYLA
Active calls of the source: *.

SMILES	RBX1-CUL1 inh
CCOc1ccccc1NC(=S)NC(=O)Cc1ccc(OC)cc1	-6
Cc1ccc(NC(=O)c2nc(S(=O)(=O)Cc3cccc(C)c3)ncc2Cl)cc1	5
CCOc1ccc2nc(N3CCCN(Cc4ccc(NC(C)=O)cc4)CC3)nc(C)c2c1	1
CC1CN(Cc2cccc3ncccc23)Cc2cc(Cl)ccc2O1 (stereo not given)	-1
COc1cccc(NC(=O)N2CCC(n3c(C)nc4cccnc43)CC2)c1	5
CCCCN(CC)CCCNC(=O)Cn1ncc2c3ccccc3n(C)c2c1=O	7
COc1cc(CN(C(=O)c2ccccc2F)[C@H]2CCCCNC2=O)ccc1OCCc1scnc1C	-3
O=C(NC1CCCCC1)c1ccc(CSc2nc3cccnc3n2Cc2cccc(F)c2)cc1	-2
CCOc1ccc(/C=C/C(=O)c2ccc(C)cc2)cc1	-3
Cc1ccccc1C(=O)Nc1c(C)nc(Nc2ccccc2)nc1Nc1ccccc1	1
CCc1ccc(C(=O)NC2CCN(Cc3ccccc3)CC2)s1	12
CCOC(=O)C1CCN(C(=S)Nc2ccc(S(N)(=O)=O)cc2)CC1	1
COc1ccccc1-c1cc(C(=O)N2CCCCC2C)no1 (stereo not given)	-14
CCOc1cc2sc(N3CCC(C(=O)Nc4cc(C)cc(C)c4)CC3)nc2cc1Br	-3
Brc1ccccc1N=Cc1ccc2ccccc2n1	1
CN(CC(O)COc1ccccc1CNCCCO)C1CCCCC1 (stereo not given)	2
Brc1ccc(CC2CN=C(Nc3ccccc3)S2)cc1 (stereo not given)	-3
Cc1ccc(NC(=O)CCC(=O)N2Cc3ccccc3Oc3ncccc32)cc1F	3
Brc1cscc1/C=C/c1cscc1Br	12
CCCN1CCC(=NNC(=O)c2cccc([N+](=O)[O-])c2)CC1	-2
Cc1ccc(-c2csc3ncnc(N4CC(C)OC(C)C4)c23)cc1 (stereo not given)	-1
O=C(CCCn1c(=O)c2cccn2c2ccccc21)NCc1ccccc1Br	-10
C=CCNC(=O)CN(Cc1ccc(Cl)c(Cl)c1)S(=O)(=O)c1ccccc1	4
O=C(COc1ccccc1Cl)NNC(=O)COc1ccc2ccccc2c1Br	-5
O=C(Nc1ccc(F)cc1F)c1ccc2c(c1)NC(=O)C(S(=O)(=O)c1ccc(Cl)cc1)C2=O (stereo not given)	-10
New compounds follow.
SMILES	RBX1-CUL1 inh
Cc1ccc(NC(=O)c2ccc(N)cc2)c(C)c1	6
CCCSc1nnc(-c2ccccc2N)c(=O)[nH]1	2
COc1cccc(N2C(=O)CC(SCC(=O)Nc3ccc(F)cc3)C2=O)c1 (stereo not given)	-4
CC1=NN(C(=O)c2ccco2)C(O)(C(F)(F)F)C1 (stereo not given)	-3
Nc1cc(N)nc(SCC(=O)Nc2ccccc2Cl)n1	-4
COc1cc(NC(=O)COc2ccc(C)c(C)c2)c(C(=O)O)cc1OC	6
CCOC(=O)N1CCN(C(=O)CN(c2cc(C)ccc2OC)S(=O)(=O)c2ccc(C)cc2)CC1	5
CCOC(=O)N1CCN(Cn2nc(-c3ccc(OC)c(OC)c3)n(-c3ccccc3)c2=S)CC1	-7
CCOC(=O)c1c(N2C(=O)C3CC=C(Cl)CC3C2=O)sc2c1CCCC2 (stereo not given)	-16
COc1ccc(NC(=O)c2cccc(Cl)c2)cc1	8
CC(C)c1ccc(OCC(=O)Nc2nccs2)cc1	-3
COc1ccc(C=NC2=NN(c3ccccc3)CC2)cc1	1
CCN(C(=O)CSc1nc2ccccc2n1Cc1ccccc1C#N)c1ccccc1	-6
Cc1cccc(NC(=O)C2CCN(Cc3ccccc3C)CC2)c1	7
CCC(CC)C(=O)Oc1c(OC)cc(C(=O)O)cc1OC	-8
COc1cc2c(-c3cccnc3)nc3c(c(Cc4ccccc4)nn3-c3ccccc3)c2cc1OC	0
O=C(NC(=S)N1CCc2ccccc21)c1sc2ccccc2c1Cl	1
COc1ccc(OC)c(-c2cc(C(=O)NC(C)c3ccccc3)no2)c1 (stereo not given)	21
CC(=O)NCCC(=O)NCc1cccnc1-n1cnc2ccccc21	-8
Cc1cccc(OCc2nnc(-c3ccccc3)o2)c1	2
O=c1c2ccccc2nc(N2CCN(c3cccc(Cl)c3)CC2)n1-c1ccccc1	0
O=C(Nc1ccc(Oc2ccccc2)nc1)C1CCN(C(=O)c2ccoc2)CC1	-6
COc1cccc(CNC(=O)CCn2nc(C)c3c(C)n(-c4ccccc4)nc3c2=O)c1	-6
COc1ccccc1N1CCN(C(=O)c2cc3c(=O)oc4ccccc4c3s2)CC1	5
CCc1ccc(CNC(=O)C2CCN(c3nnc(-n4c(C)ccc4C)s3)CC2)cc1	-6
The list goes on.
SMILES	RBX1-CUL1 inh
CSc1nc(Cl)cc2nnnn12	-1
O=C(NC(=S)NC1CCCCC1)c1ccco1	-2
COc1cccc(-c2cccc(-c3ccn(CC(N)=O)n3)c2)n1	-4
CC#CCN1C(=O)NC(CCc2ccccc2)(C2CCN(Cc3ccccc3-c3ccco3)CC2)C1=O (stereo not given)	2
CCCCSc1nnc2c(n1)OC(CC)Nc1ccc(Br)cc1-2 (stereo not given)	2
CC(C)(C)c1ccc(C(=O)N2CCN(CCc3ccccn3)CC2)cc1	-9
CC(C)(C)C1CCc2nc(NC(=O)COc3ccc(F)cc3)sc2C1 (stereo not given)	-5
O=C(N[C@@H]1C[C@H]1c1ccccc1)c1coc(COc2ccc3c(c2)OCO3)n1	-4
Cc1ccc(NS(=O)(=O)c2ccc3[nH]c4c(c3c2)CCCC4)c(C)c1	-2
CCSc1nc2ccccc2c2nc(-c3cccnc3)nn12	-1
COc1cc(Cl)c(CN2CCOc3ccc(CN4C[C@@H](C)O[C@@H](C)C4)cc3C2)cc1OC	-4
Cc1cc(C(=O)N2CCN(S(=O)(=O)c3cccs3)CC2)cs1	8
Cn1c2c(c3ccccc31)CCc1ccccc1-2	-10
COc1ccc(-n2nnc(-c3nc(-c4ccccc4C)no3)c2N)cc1Cl	3
c1cc(-c2ccsc2)nc(-c2ccsc2)c1	-3
CSc1ccc(/C=C2/SC(=O)N(CN3CCCCC3)C2=O)cc1	0
CCN(CC)c1ccc2c(c1)OC(=O)C1C(c3ccccc3)C(c3ccccc3)C21N1CCOCC1 (stereo not given)	0
NC1=NC(c2cccc(Br)c2)n2c(nc3ccccc32)N1 (stereo not given)	-1
CCC(C)S(=O)(=O)c1oc(-c2cccs2)nc1S(=O)(=O)c1ccccc1 (stereo not given)	-6
Cc1cccc(C)c1-n1ncc(C(=O)Nc2ccc3c(c2)OCO3)c1C1CCN(C(=O)OC(C)(C)C)CC1	-10
CCN(CC1CCCO1)C(=O)CC1(c2ccccc2)CC(=O)N(CCCOc2cccnc2)C1=O (stereo not given)	8
CCC1CN(C(=O)c2ccc(NCc3ccncc3C)nc2)CCN1C(C)C (stereo not given)	0
COc1cccc(Sc2ncccc2CN(C)C)c1	8
Cc1ccc(S(=O)(=O)NCC(c2ccc(N(C)C)cc2)N2CCCC2)cc1 (stereo not given)	-14
Cc1cc(C)cc(OC(=O)C23CCC(C)(C(=O)C2=O)C3(C)C)c1 (stereo not given)	-4
Later entries
SMILES	RBX1-CUL1 inh
O=C(CC12CC3CC(CC(C3)C1)C2)N1CCN(c2ccccn2)CC1	7
Cc1ccc(C)c(N2CCN(C(=O)c3ccc(-c4nc(COc5ccccc5)c(C)o4)cc3)CC2)c1	-2
CC(C)(C)Nc1nc(NCc2cccnc2)nc(N2CCOCC2)n1	9
COc1cccc(C(=O)Nc2ccccc2C(=O)OCc2cc(=O)n3c4c(sc3n2)CCCC4)c1	-2
CCC(=O)N1CCc2cc(Br)cc(S(=O)(=O)Nc3ccccc3C(=O)OC)c21	2
CCOCCCNC(=O)C(c1ccc(Cl)cc1)N(Cc1ccc2c(c1)OCO2)C(=O)c1ccc(NC(C)=O)cc1 (stereo not given)	0
CCCCOc1ccc(C(=O)Nc2cccc(Cl)c2)cc1	-2
CC(C)Cc1csc2[nH]c(=S)n(-c3ccccc3)c(=O)c12	-5
CCN(CCCNC(=O)c1nn(-c2ccc(C)cc2)c(=O)c2c1c1ccccc1n2C)c1ccccc1	-9
CCOC(=O)c1ccc(NC(=O)CSc2nnc(CSCc3ccccc3)n2C)cc1	11
Cc1nn(-c2ccccc2)c(Cl)c1/C=N/NC(=O)c1ccccc1O	-3
Cc1nn(C)c2c1c(C(F)(F)F)cc(=O)n2C(C)C(=O)NCCc1ccccc1 (stereo not given)	-7
O=C1NN(c2cccc(Br)c2)C(=O)/C1=C/c1cccs1	1
CCOc1c(Cl)cc(CO)cc1Cl	0
Cc1ccc(C(=O)c2oc3ccccc3c2NC(=O)c2nc(S(C)(=O)=O)ncc2Cl)cc1F	4
Oc1c(C(Nc2ccccn2)c2ccccc2OCc2ccccc2)ccc2cccnc12 (stereo not given)	-5
Cc1ccc(C)c(N2CCN(C(=O)c3c(C)oc4nc(C)nc(N5CCOCC5)c34)CC2)c1	3
CSc1nccc(N2C[C@H]3OC(=O)N(Cc4ccccn4)[C@H]3C2)n1	3
O=S(=O)(c1ccc2[nH]c3c(c2c1)CCCCC3)N1CCN(c2ccccc2)CC1	-4
O=C(O)CCSCN1C(=O)c2ccccc2C1=O	2
O=C1/C(=C/c2ccoc2)CCC/C1=C\c1ccoc1	97*
CC(C)Oc1ccc(C(=O)Nc2sc3c(c2C(=O)NCc2cccnc2)CCCC3)cc1	3
Cc1ccc2nc(-c3c[nH]c4ccccc34)c(Nc3ccc(F)cc3)n2c1	1
CCCc1cc(-c2nn3c(C)nnc3s2)n(C)n1	-6
CNC(=O)c1ccc(C2CCCN2C(=O)CSCc2ccccc2C)s1 (stereo not given)	-3
Next compounds follow:
SMILES	RBX1-CUL1 inh
O=C1NN(c2ccccc2)C(=O)/C1=C\c1ccc(-c2cc([N+](=O)[O-])ccc2O)o1	8
Cc1ccccc1CSc1nc2c(sc3ccccc32)c(=O)n1CCCC(=O)NCCCOC(C)C	-9
COc1ccccc1/C=C/C(=O)c1cc(Cl)ccc1OC(=O)N1CCOCC1	0
Cc1cccc2c(=O)[nH]c(-c3ccccc3)nc12	1
CN1CCCCCC1C(=O)N(Cc1ccncc1)Cc1cccc(OCCc2ccc(F)cc2)c1 (stereo not given)	0
CCOC(=O)C1CCN(CCC(=O)Nc2ccc(OC)cc2)CC1	7
O=[N+]([O-])c1ccc(N2CCCC2)cc1NCc1cccnc1	1
CCC(Sc1nnc(C)n2c1cc1occc12)C(=O)Nc1ccccc1OC (stereo not given)	-4
Cc1scc(C(=O)N2CCN(S(=O)(=O)c3ccc(F)cc3)CC2)c1C	-5
Cc1cc(-c2nnc(CCC(=O)NCCc3cccs3)o2)no1	7
CC(C)[C@@H]1CC[C@@H](C)c2cn(-c3c(Cl)cccc3Cl)nc21	-10
COc1ccc(F)c(CC2(CCC(=O)N(C)Cc3ccc4nccnc4c3)CCC(=O)N2)c1 (stereo not given)	-2
O=C(Nc1sc2c(c1C(=O)NCC1CCCO1)CCCC2)c1ccccc1Cl (stereo not given)	-4
CN(C(=O)c1ccc([N+](=O)[O-])cc1Cl)C1CCCCC1	4
COc1cc2c(cc1OC)C1(CCCC1)C(=O)C2C#N (stereo not given)	-3
Cc1ccnc(NS(=O)(=O)c2ccc(NC(=O)c3nc(SC(C)C)ncc3Cl)cc2)n1	2
Cc1cccc(NC(=O)Cn2ncc3c4ccccc4n(Cc4ccccc4)c3c2=O)c1C	6
O=C(Cc1cccs1)Nc1ccccn1	-4
CCC(NC(=O)c1c(-c2c(F)cccc2Cl)noc1C)c1ccc(C)cc1 (stereo not given)	-5
Cc1c(C(=O)Nc2ccc(Br)cn2)oc2ccccc12	1
Cc1ccc(NC(=O)c2cccc(I)c2)cc1O	3
Cn1ccnc1CN1CCN(C(=O)Nc2nncs2)CC1	-15
Cc1ccccc1OCCSc1nc2ccc(NC(=O)c3cccc(F)c3)cc2s1	-8
O=C(CSc1nnc2sc3ccccc3n12)Nc1ccc(F)cc1	6
O=C(Nc1ccc(Cl)c([N+](=O)[O-])c1)c1ccc(Cl)cc1Cl	-5

Shown as comma-separated lines: 5 of the compounds above
canonical_smiles,RBX1-CUL1 inh
CCCCN(CC)CCCNC(=O)Cn1ncc2c3ccccc3n(C)c2c1=O,7
COc1cc(CN(C(=O)c2ccccc2F)[C@H]2CCCCNC2=O)ccc1OCCc1scnc1C,-3
O=C(NC1CCCCC1)c1ccc(CSc2nc3cccnc3n2Cc2cccc(F)c2)cc1,-2
CCOc1ccc(/C=C/C(=O)c2ccc(C)cc2)cc1,-3
Cc1ccccc1C(=O)Nc1c(C)nc(Nc2ccccc2)nc1Nc1ccccc1,1

New compounds follow:
SMILES	RBX1-CUL1 inh
COc1ccc(S(=O)(=O)N2CCN(C(=O)CC(C)(C)C)CC2)cc1	3
CC1=Nc2nc(CCCO)nn2C(c2ccc3c(c2)OCO3)C1C(=O)Nc1ccc(Cl)cc1 (stereo not given)	4
O=C(Nc1ncc(Cc2cccc(C(F)(F)F)c2)s1)C1CCCCC1	2
CCOC(=O)c1c(NC(=S)NC(=O)c2cnn(CC)c2)sc2c1CCCCC2	0
COc1ccc(CN2CCC(C(Cc3ccccc3Cl)N(C)C(=O)c3ccco3)CC2)cc1OC (stereo not given)	-5
O=c1oc2ccc(Cl)cc2n1Cc1ccc(Cl)cc1	-4
C=CCn1c(N2CCCCC2)nc2c1c(=O)[nH]c(=O)n2C	2

An excerpt from above in order of their number in RBX1-CUL1 inh, rising:
SMILES	RBX1-CUL1 inh
COc1ccc(CN2CCC(C(Cc3ccccc3Cl)N(C)C(=O)c3ccco3)CC2)cc1OC (stereo not given)	-5
O=c1oc2ccc(Cl)cc2n1Cc1ccc(Cl)cc1	-4
CCOC(=O)c1c(NC(=S)NC(=O)c2cnn(CC)c2)sc2c1CCCCC2	0
C=CCn1c(N2CCCCC2)nc2c1c(=O)[nH]c(=O)n2C	2
COc1ccc(S(=O)(=O)N2CCN(C(=O)CC(C)(C)C)CC2)cc1	3
CC1=Nc2nc(CCCO)nn2C(c2ccc3c(c2)OCO3)C1C(=O)Nc1ccc(Cl)cc1 (stereo not given)	4

Source: PubChem (Icahn School of Medicine at Mount Sinai)

The list is partial; rates above refer to the full screens.
